All columns: NCI-60 one-dose screen, growth in % after 48 h at 10 µM unless noted; 100 = growth as untreated, 0 = no growth, -100 = all killed.
UACC-257: UACC-257 melanoma; actives 4.4% (n = 78,000); AID 1794764
MALME-3M: MALME-3M melanoma. actives 5.8% (n = 78,000). AID 1794766
UACC-62: UACC-62 melanoma; actives 5.4% (n = 81,000); AID 1794756
MDA-MB-435: MDA-MB-435 melanoma; actives 7.8% (n = 82,000)
SK-MEL-28: SK-MEL-28 melanoma | actives 4.1% (n = 81,000)
SK-MEL-2: SK-MEL-2 melanoma. actives 4.7% (n = 77,000)
SK-MEL-5: SK-MEL-5 melanoma. actives 6.4% (n = 80,000)
LOX IMVI: LOX IMVI melanoma. actives 7.4% (n = 79,000)
* marks the source's active call; other numbers are inactive results; & = joins results of further samples. Rule for the calls: active = growth percent below 10; inactive = the rest.

For CCCCN(CCCC)CCNc1ccc(Cl)c2oc3cc(C)ccc3c(=O)c12 the results were UACC-257 111, MALME-3M 90, UACC-62 89, MDA-MB-435 95, SK-MEL-28 101, SK-MEL-2 96, SK-MEL-5 100 and LOX IMVI 98.
For CC(C)OC(CCC#N)c1ccccc1 (configuration not stated) the results were UACC-257 84, MALME-3M 97, UACC-62 100, MDA-MB-435 109, SK-MEL-28 105, SK-MEL-2 85, SK-MEL-5 96 and LOX IMVI 104.
`C=CCc1cc(OC)c(OC)c(OC)c1` gave UACC-257 99, MALME-3M 109, UACC-62 97, MDA-MB-435 108, SK-MEL-28 115, SK-MEL-2 108 and LOX IMVI 102.
For Oc1ccc(Cl)cc1-c1nc2ccccc2s1 the results were UACC-257 105, MALME-3M 109, UACC-62 99, MDA-MB-435 113, SK-MEL-28 118, SK-MEL-2 111, SK-MEL-5 102 and LOX IMVI 82.
O=C(O)c1cccc2c1-c1c(cccc1[N+](=O)[O-])C2 was read as UACC-257 107, UACC-62 107, MDA-MB-435 107, SK-MEL-28 105, SK-MEL-2 101 and SK-MEL-5 104.
Screening CCOc1ccc(/C=N/NC(N)=S)cc1OCC returned UACC-257 119, MALME-3M 122, UACC-62 102, MDA-MB-435 109, SK-MEL-28 110, SK-MEL-2 115, SK-MEL-5 100 and LOX IMVI 106.
`O=C1OC2(OC(=O)c3ccccc32)Oc2ccc(F)cc21` (configuration not stated) gave UACC-257 111, MALME-3M 104, MDA-MB-435 98, SK-MEL-28 99, SK-MEL-2 100, SK-MEL-5 105 and LOX IMVI 96.
Screening COc1cc2c(cc1OC)C1(NCC2)C(=O)N(Cc2ccc(F)cc2)c2ccccc21 (configuration not stated) returned UACC-257 99, MALME-3M 79, UACC-62 70, MDA-MB-435 96, SK-MEL-28 99, SK-MEL-2 107, SK-MEL-5 88 and LOX IMVI 99.
Screening Clc1ccc(C2=NN(c3ccc(Cl)cc3)C(c3ccc(Cl)cc3)C2)cc1 (configuration not stated) returned UACC-257 96, MALME-3M 98, UACC-62 105, MDA-MB-435 108, SK-MEL-28 118, SK-MEL-2 107, SK-MEL-5 100 and LOX IMVI 96.
Screening CCOC(=O)N1CCc2c(sc3nc4n(C)cnn4c(=O)c23)C1 returned UACC-257 77, MALME-3M 112, UACC-62 92, MDA-MB-435 109, SK-MEL-28 117, SK-MEL-2 111, SK-MEL-5 106 and LOX IMVI 106.
Screening NS(=O)(=O)c1ccc(CCNC(=O)CSc2nc3c(c(=O)[nH]2)CCCC3)cc1 returned UACC-257 102, MALME-3M 102, UACC-62 98, MDA-MB-435 109, SK-MEL-28 91, SK-MEL-2 101, SK-MEL-5 99 and LOX IMVI 101.
COc1ccccc1C(C(=O)O)c1ccccc1 (configuration not stated) was read as UACC-257 108, MALME-3M 117, UACC-62 96, MDA-MB-435 103, SK-MEL-28 105, SK-MEL-2 99, SK-MEL-5 102 and LOX IMVI 101.
For O=C(/C=C/c1cn(-c2ccccc2)nc1-c1ccc(Cl)cc1)OCc1cn(-c2cccc(Cl)c2)nn1 the results were UACC-257 112, MALME-3M 95, UACC-62 67, MDA-MB-435 99, SK-MEL-28 109, SK-MEL-2 100, SK-MEL-5 89 and LOX IMVI 78.
`O=C1c2ccccc2C(=O)c2c1ccc(C(Br)Br)c2Cl` gave UACC-257 100, MALME-3M -71*, UACC-62 47, MDA-MB-435 60, SK-MEL-28 92, SK-MEL-2 61, SK-MEL-5 74 and LOX IMVI -84*.
`CCOC(=O)CCC(NC(=O)CCCCSc1ncnc2nc[nH]c12)C(=O)OCC` (configuration not stated) gave MALME-3M 83, UACC-62 98, MDA-MB-435 98, SK-MEL-28 96, SK-MEL-2 90, SK-MEL-5 100 and LOX IMVI 89.
`O=C(O)/C=C\C(=O)Nc1ccc(C(=O)O)c(O)c1` gave UACC-257 98, MALME-3M 122, UACC-62 107, MDA-MB-435 112, SK-MEL-28 111, SK-MEL-2 99 and LOX IMVI 105.
For COc1cc(C=O)cc(Cl)c1OC the results were UACC-257 85, MALME-3M 105, UACC-62 95, MDA-MB-435 108, SK-MEL-28 114, SK-MEL-2 108, SK-MEL-5 106 and LOX IMVI 100.
Screening CSc1nc2c(=O)[nH]c(=O)[nH]c2n1-c1ccccc1 returned UACC-257 92, MALME-3M 96, MDA-MB-435 109, SK-MEL-28 112, SK-MEL-2 107, SK-MEL-5 104 and LOX IMVI 101.
Screening NC(=O)c1c(NC(=O)c2cccc(C(F)(F)F)c2F)sc2c1CCC(=O)C2 returned UACC-257 13, MALME-3M 19, UACC-62 11, MDA-MB-435 12, SK-MEL-28 34, SK-MEL-2 102, SK-MEL-5 -3.8* and LOX IMVI 19.
Screening CCOC(=O)C(Cc1ccccc1)(c1ccccc1)c1ccccc1 returned UACC-257 89, MALME-3M 99, UACC-62 76, MDA-MB-435 84, SK-MEL-28 120, SK-MEL-2 99, SK-MEL-5 101 and LOX IMVI 72.

Seven compounds already listed, arranged by heavy-atom count, largest number first:
For O=C(/C=C/c1cn(-c2ccccc2)nc1-c1ccc(Cl)cc1)OCc1cn(-c2cccc(Cl)c2)nn1 the results were UACC-257 112, MALME-3M 95, UACC-62 67, MDA-MB-435 99, SK-MEL-28 109, SK-MEL-2 100, SK-MEL-5 89 and LOX IMVI 78.
Screening NS(=O)(=O)c1ccc(CCNC(=O)CSc2nc3c(c(=O)[nH]2)CCCC3)cc1 returned UACC-257 102, MALME-3M 102, UACC-62 98, MDA-MB-435 109, SK-MEL-28 91, SK-MEL-2 101, SK-MEL-5 99 and LOX IMVI 101.
Screening NC(=O)c1c(NC(=O)c2cccc(C(F)(F)F)c2F)sc2c1CCC(=O)C2 returned UACC-257 13, MALME-3M 19, UACC-62 11, MDA-MB-435 12, SK-MEL-28 34, SK-MEL-2 102, SK-MEL-5 -3.8* and LOX IMVI 19.
Screening CCOC(=O)C(Cc1ccccc1)(c1ccccc1)c1ccccc1 returned UACC-257 89, MALME-3M 99, UACC-62 76, MDA-MB-435 84, SK-MEL-28 120, SK-MEL-2 99, SK-MEL-5 101 and LOX IMVI 72.
Screening CSc1nc2c(=O)[nH]c(=O)[nH]c2n1-c1ccccc1 returned UACC-257 92, MALME-3M 96, MDA-MB-435 109, SK-MEL-28 112, SK-MEL-2 107, SK-MEL-5 104 and LOX IMVI 101.
COc1ccccc1C(C(=O)O)c1ccccc1 (configuration not stated) was read as UACC-257 108, MALME-3M 117, UACC-62 96, MDA-MB-435 103, SK-MEL-28 105, SK-MEL-2 99, SK-MEL-5 102 and LOX IMVI 101.
For COc1cc(C=O)cc(Cl)c1OC the results were UACC-257 85, MALME-3M 105, UACC-62 95, MDA-MB-435 108, SK-MEL-28 114, SK-MEL-2 108, SK-MEL-5 106 and LOX IMVI 100.

Going on with the list:
For C/C=C1/CN(CCCCC)CC[C@H]1C(=O)c1cc2ccccc2[nH]1 the results were UACC-257 108, MALME-3M 91, UACC-62 95, MDA-MB-435 98, SK-MEL-28 111, SK-MEL-2 118, SK-MEL-5 88 and LOX IMVI 90.
Cc1cc(=O)[nH]c(SCc2ccccc2Cl)n1 was read as UACC-257 124, MALME-3M 125, UACC-62 109, MDA-MB-435 114, SK-MEL-28 113, SK-MEL-5 107 and LOX IMVI 98.
For CC(C)(C)OC(=O)CN1CCc2c(sc3ncnc(N4CCN(S(C)(=O)=O)CC4)c23)C1 the results were UACC-257 116, MALME-3M 115, UACC-62 92, MDA-MB-435 101, SK-MEL-28 107, SK-MEL-2 108, SK-MEL-5 95 and LOX IMVI 102.
`O=C(Nc1ccc(OS(=O)(=O)c2ccc(C(F)(F)F)cc2)cc1)C1CCCC1` gave UACC-257 92, MALME-3M 91, UACC-62 87, MDA-MB-435 98, SK-MEL-28 94, SK-MEL-2 101, SK-MEL-5 99 and LOX IMVI 99.
`Cc1ccccc1C(=O)NNC(=O)c1n[nH]c(=O)c2ccccc12` gave UACC-257 112, MALME-3M 85, UACC-62 102, MDA-MB-435 108, SK-MEL-28 106, SK-MEL-2 85, SK-MEL-5 97 and LOX IMVI 96.
Screening O=C(Nc1ncc(Cc2ccccc2Cl)s1)C(=S)N1CCOCC1 returned UACC-257 102, MALME-3M 100, UACC-62 84, MDA-MB-435 100, SK-MEL-28 110, SK-MEL-2 104, SK-MEL-5 99 and LOX IMVI 94.
For CCCCSCC(=O)c1ccccc1 the results were UACC-257 81, MALME-3M 90, UACC-62 102, MDA-MB-435 106, SK-MEL-28 108, SK-MEL-2 85, SK-MEL-5 102 and LOX IMVI 101.
CC[C@@]12C=C(C)[C@H]3c4c(cc(O)cc4N1C(=O)C(C)=C2O)[C@@H](O)[C@@H]3C was read as UACC-257 101, MALME-3M 115, UACC-62 100, MDA-MB-435 103, SK-MEL-28 109, SK-MEL-2 99 and SK-MEL-5 116.
For COc1ccc(-c2cc(C(=O)OCc3ccc(Br)cc3)nn2-c2ccc(S(C)(=O)=O)cc2)cc1 the results were UACC-257 106, MALME-3M 111, UACC-62 67, MDA-MB-435 97, SK-MEL-28 108, SK-MEL-2 93, SK-MEL-5 90 and LOX IMVI 91.
`COc1ccc2oc(=O)cc(C3C(C#N)=C(N)Oc4n[nH]c(C)c43)c2c1` (configuration not stated) gave UACC-257 102, MALME-3M 104, UACC-62 103, MDA-MB-435 101, SK-MEL-28 111, SK-MEL-2 108, SK-MEL-5 102 and LOX IMVI 98.
Screening CCOC(=O)CC1CSC(N/N=C/c2ccc(F)cc2)=N1 (configuration not stated) returned UACC-257 101, MALME-3M 103, UACC-62 104, MDA-MB-435 108, SK-MEL-28 112, SK-MEL-2 93, SK-MEL-5 97 and LOX IMVI 96.
For CCC[n+]1ccc(SCC(=O)n2ccc3ccccc32)c2ccccc21 the results were UACC-257 100, MALME-3M 104, UACC-62 88, MDA-MB-435 104, SK-MEL-28 113, SK-MEL-2 118, SK-MEL-5 90 and LOX IMVI 101.
Screening CC(=O)Oc1ccccc1C(C)=O returned UACC-257 95, MALME-3M 97, UACC-62 101, MDA-MB-435 113, SK-MEL-28 106, SK-MEL-2 97, SK-MEL-5 100 and LOX IMVI 96.
For O=C(CSc1ccc(Cl)cc1)Nc1ccccc1 the results were UACC-257 93&92, MALME-3M 92&89, UACC-62 103&93, MDA-MB-435 103&101, SK-MEL-28 108&97, SK-MEL-2 98&96, SK-MEL-5 109&95 and LOX IMVI 102&97.
For CCCCN(CCCC)C(=O)OCC the results were UACC-257 102, MALME-3M 98, UACC-62 105, MDA-MB-435 106, SK-MEL-28 108, SK-MEL-2 111, SK-MEL-5 105 and LOX IMVI 97.
Screening Cc1ccc(-c2nc3cc4nc5ccccc5[nH]c4cc3n2)o1 returned UACC-257 103, MALME-3M 104, UACC-62 93, MDA-MB-435 109, SK-MEL-28 118, SK-MEL-2 95 and LOX IMVI 85.
CN1CCN(Cc2ccc(NC(=O)c3cncc(C#Cc4cnc(N)nc4)c3)cc2C(F)(F)F)CC1 was read as UACC-257 22, MALME-3M -31*, UACC-62 0.0*, MDA-MB-435 13, SK-MEL-28 2.0*, SK-MEL-2 -65*, SK-MEL-5 38 and LOX IMVI 4.3*.
Screening C=CCc1ccccc1OCC(=O)O returned UACC-257 93, UACC-62 98, MDA-MB-435 104, SK-MEL-28 107, SK-MEL-2 104, SK-MEL-5 99 and LOX IMVI 91.
CSc1nc2c(nc(SC)n2-c2ccccc2)c(=O)[nH]1 was read as UACC-257 87, MALME-3M 99, MDA-MB-435 113, SK-MEL-28 106, SK-MEL-2 99, SK-MEL-5 100 and LOX IMVI 100.
Cc1nn(-c2ccc([N+](=O)[O-])cc2)c2ncnc(N/N=C/c3cccc(F)c3)c12 was read as UACC-257 94, UACC-62 89, MDA-MB-435 98, SK-MEL-28 91, SK-MEL-2 102, SK-MEL-5 95 and LOX IMVI 92.
For O=C(Nc1ccc(S(=O)(=O)Nc2ccccn2)cc1)Nc1ccc(Cl)c(C(F)(F)F)c1 the results were UACC-257 72, MALME-3M 65, UACC-62 69, MDA-MB-435 53, SK-MEL-28 78, SK-MEL-2 71, SK-MEL-5 77 and LOX IMVI 38.
`C#C[C@]1(O)CC[C@H]2[C@@H]3CC=C4c5sc(Nc6cc(F)ccc6F)nc5CC[C@]4(C)[C@H]3CC[C@@]21C` gave UACC-257 0.5*, MALME-3M -20*, UACC-62 -36*, MDA-MB-435 -28*, SK-MEL-28 -45*, SK-MEL-2 -6.7*, SK-MEL-5 13 and LOX IMVI -78*.
`COc1cc(OC)c2c3nc4cc(C)c(C)cc4nc3n(CCN(C)C)c2c1` gave UACC-257 101, MALME-3M -36*, UACC-62 99, MDA-MB-435 88, SK-MEL-28 67, SK-MEL-2 101 and SK-MEL-5 70.
Screening O=C(NC(=S)Nc1ccc(-c2ccccc2)cc1)c1ccccc1 returned UACC-257 76, MALME-3M 105, MDA-MB-435 102, SK-MEL-28 110, SK-MEL-2 95, SK-MEL-5 101 and LOX IMVI 98.
Screening COc1ccc([C@H]2[C@H](O)C(=O)N2c2cc(OC)c(OC)c(OC)c2)cc1F returned UACC-257 58, MALME-3M 66, UACC-62 33, MDA-MB-435 -10*, SK-MEL-28 63, SK-MEL-2 -43*, SK-MEL-5 -31* and LOX IMVI -6.1*.
CC(C)[C@H](CN)NC[C@H](C)NS(=O)(=O)c1ccc(C(C)(C)C)cc1 was read as UACC-257 96, MALME-3M 98, UACC-62 111, MDA-MB-435 100, SK-MEL-2 101, SK-MEL-5 87 and LOX IMVI 100.
Cc1ccc(C)c(O)c1 was read as UACC-257 103, MALME-3M 112, UACC-62 91, MDA-MB-435 102, SK-MEL-28 109, SK-MEL-2 112, SK-MEL-5 102 and LOX IMVI 96.
Screening CC(=O)OCc1ccc(Cl)cc1Cl returned UACC-257 102, MALME-3M 81, UACC-62 103, MDA-MB-435 94, SK-MEL-28 110, SK-MEL-2 99, SK-MEL-5 98 and LOX IMVI 104.
O=S(=O)(NCCNc1nccc(-c2c(-c3cccc(F)c3)nc3occn23)n1)c1ccc(Br)cc1 was read as UACC-257 98, MALME-3M 77, UACC-62 77, MDA-MB-435 69, SK-MEL-28 92, SK-MEL-2 103, SK-MEL-5 76 and LOX IMVI 76.

Screening data: PubChem, NCI
